High-throughput results (PubChem BioAssay)
M4 PAM = potentiates acetylcholine response at human M4 receptor. P08173. CHO-K1 hM4/Gqi5, Fluo-8 calcium fluorescence, ACh EC20; 0% = ACh EC20, 100% = maximal ACh. activation, % at 3 µM. 360,000 tested, 0.4% active. AID 624126;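 active means activation above its plate's cutoff, the mean activation of sample wells plus 3 SD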; further: some results filed as inactive read as strong as hits
Target sequence (P08173 whole entry, looked up): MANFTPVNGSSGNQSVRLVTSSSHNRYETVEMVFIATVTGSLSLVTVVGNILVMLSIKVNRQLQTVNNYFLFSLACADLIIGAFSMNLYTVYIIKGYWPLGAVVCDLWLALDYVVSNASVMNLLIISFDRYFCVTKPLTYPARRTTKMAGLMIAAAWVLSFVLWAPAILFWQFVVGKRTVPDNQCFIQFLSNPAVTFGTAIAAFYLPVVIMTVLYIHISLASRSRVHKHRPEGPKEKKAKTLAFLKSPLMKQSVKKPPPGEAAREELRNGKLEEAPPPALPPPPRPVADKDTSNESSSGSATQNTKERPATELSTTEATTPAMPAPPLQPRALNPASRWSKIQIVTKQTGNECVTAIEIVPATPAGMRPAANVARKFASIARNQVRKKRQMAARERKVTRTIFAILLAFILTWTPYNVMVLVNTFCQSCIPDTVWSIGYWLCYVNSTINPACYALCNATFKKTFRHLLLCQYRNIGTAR
M5 PAM = CHRM5 positive allosteric modulation. CHO-K1 hM5, Fluo-8 calcium, ACh EC20 PAM; 0% = ACh EC20, 100% = ACh EC100. 360,000 tested, 0.3% active. activation, % at 3 µM;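 active means activation above the run cutoff, the mean activation of all test compounds plus 3 SD, cut at about 18% in these data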
Target sequence (P08912 whole entry, looked up): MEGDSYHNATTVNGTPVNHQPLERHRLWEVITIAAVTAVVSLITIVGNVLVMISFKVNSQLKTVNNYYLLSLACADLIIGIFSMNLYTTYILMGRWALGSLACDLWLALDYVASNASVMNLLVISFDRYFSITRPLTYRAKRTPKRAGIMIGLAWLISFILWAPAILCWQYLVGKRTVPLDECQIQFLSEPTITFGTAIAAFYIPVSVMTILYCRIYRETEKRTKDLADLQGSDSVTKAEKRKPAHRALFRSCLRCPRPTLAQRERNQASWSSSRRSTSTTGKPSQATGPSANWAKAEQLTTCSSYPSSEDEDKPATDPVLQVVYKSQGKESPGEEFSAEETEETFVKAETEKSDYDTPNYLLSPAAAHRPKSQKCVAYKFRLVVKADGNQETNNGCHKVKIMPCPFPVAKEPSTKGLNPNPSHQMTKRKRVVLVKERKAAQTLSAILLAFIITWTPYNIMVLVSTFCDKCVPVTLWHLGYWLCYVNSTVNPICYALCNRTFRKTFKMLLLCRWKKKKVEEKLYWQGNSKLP
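Test system: CHO-K1 hM5 cells / Doses: single-point, 3 µM nominal / Times: Post-acetylcholine fluorescence recording 140 s / Technique: Fluo-8 calcium fluorescence / Measure: Max/basal fluorescence ratio as % of EC20–EC100 ACh window / Benchmarks: low control EC20 acetylcholine (0%), high control EC100 acetylcholine (100%) / Replicates: one well per compound, no replicates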
CRFR2-BP antag = antagonists of CRF-binding protein/CRF-R2 receptor complex; AID 588475; inhibition, % at 11.8 µM; HEK293 CRF-R2/CRF-BP, CRF-induced calcium fluorescence; 350,000 tested, 0.59% active;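 active means inhibition of the ligand-induced calcium signal above about 50% at the single tested concentration, limit read from the data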
CHRM4 agonist = agonists of human muscarinic M4 receptor (CHRM4); P08173; CHO-K1 hM4/Gqi5, Fluo-8 calcium fluorescence; vehicle 0%, full acetylcholine response 100%; activation, % at 3 µM; 360,000 tested, 0.14% active;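 active means activation above the run mean over all test wells plus 3 SD, cut at about 32% in these data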;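 further: peak over basal fluorescence ratio per well then scaled between controls; 0% = DMSO wells and 100% = acetylcholine at EC100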
M4 antag = antagonists of human muscarinic M4 receptor (CHRM4); inhibition, % at 3 µM; CHO-hM4 cells, ACh EC80, Fluo-8 calcium fluorescence; AID 624125; 360,000 tested, 0.73% active;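 active means inhibition above its plate's cutoff, the mean inhibition of sample wells plus 3 SD, cut at about 27% in these data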;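 further: 0% = acetylcholine EC80 with DMSO and 100% = DMSO without agonist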
CHRM5 antagonist = CHRM5 antagonism in calcium assay | 360,000 tested, 0.59% active | CHO-hM5 cells, Fluo-8 calcium fluorescence, ACh EC80 | inhibition, % at 3 µM | AID 624040;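 active means inhibition above a per-plate cutoff, the mean of that plate's test compounds plus 3 SD, cut at about 27% in these data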;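 further: 0% = acetylcholine EC80 with DMSO and 100% = DMSO without agonist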
M5 ag = CHRM5 agonism in calcium assay; P08912; CHO-K1 hM5 cells, Fluo-8 calcium fluorescence; 0% DMSO wells, 100% maximal acetylcholine response; activation, % at 3 µM; 360,000 tested, 0.19% active;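 active means activation above the run's mean over test compounds plus 3 SD, cut at about 23% in these data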;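 further: signal is peak over basal fluorescence ratio across the kinetic read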
CRFR2-BP ag = agonists of human CRF-binding protein/CRF-R2 receptor complex; HEK293 CRF-R2/CRF-BP, calcium dye fluorescence (FLIPR); percent of saturating CRF peptide response; activation, % at 13.2 µM; 350,000 tested, 0.46% active; AID 588473;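 active means activation of at least 50%, plus an integration ratio under a set limit after plate pattern correction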;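 further: plate controls were neutral control wells without compound for no effect and CRF at EC100 for full effect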
IDE inh = inhibitors of human insulin-degrading enzyme in cells. 320,000 tested, 0.41% active. P14735. HEK cells, FAbetaB cleavage, fluorescence polarization. inhibition, % at 5.59 µM. AID 434962;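 active means percent inhibition above the average of all tested compounds plus 3 SD, set per screening campaign, cut at about 16% in these data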;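 further: IDE supplied by intact live HEK cells; FP after avidin binding of uncleaved biotin substrate so inhibition keeps polarization high; 0% = DMSO wells and 100% = 60 µM reference IDE inhibitor Ii1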
* = called active by the depositor; / = not tested or not shown.

SMILES	M4 PAM	M5 PAM	CRFR2-BP antag	CHRM4 agonist	M4 antag	CHRM5 antagonist	M5 ag	CRFR2-BP ag	IDE inh
S=C(Nc1cccc2ccccc12)NC1CCCCC1	-3	8	-39	0	-3	5	-3	3.6	0
Cc1ccc(S(=O)(=O)c2nnn3c2nc(NC2CCN(Cc4ccccc4)CC2)c2ccccc23)cc1C	-12	-3	-11	3	43*	-2	-6	-0.2	3
Cc1c(C(=O)Nc2ccccc2)sc2nc(-c3ccccc3)cn12	-12	-14	-37	17	-4	5	2	7.9	23*
CCOCCOC(=O)c1[nH]c2c(c1C)C(=O)CC(c1ccccc1)C2 (stereo not given)	-9	8	7	11	-9	-7	3	0.0	-2
CCOC(=O)C1CCN(S(=O)(=O)c2c(C)[nH]c(=O)[nH]c2=O)CC1	-2	-3	1	1	4	-11	0	1.3	-4
O=C1CCC(=O)N1CCOP1(=O)COc2ccccc2OC1	-3	1	3	1	10	-3	0	-2.7	-1
CCn1cc(C(=O)NCCCN2CCCC(C)C2)c(=O)c2cc(S(=O)(=O)N3CCc4ccccc4C3)ccc21 (stereo not given)	-13	0	-12	1	16	4	-15	-0.4	-2
Cc1c(C(=O)N/N=C/c2ccc(N(C)C)cc2)[nH]c2ccc(Cl)cc12	1	-6	-29	5	-1	6	1	0.1	-1
Cc1nnc2c(N3CCN(C(=O)c4ccco4)CC3)nc3ccccc3n12	-1	-7	11	5	-8	11	0	-1.3	5
COc1ccc(-c2nn(-c3ccccc3)cc2/C=N/NS(=O)(=O)c2ccccc2)cc1	13	0	29	0	3	4	-7	0.9	10
COC(=O)c1sccc1NC(=S)N1C(C)CCCC1C (stereo not given)	6	6	-2	1	-4	5	2	0.4	2
O=C(Nn1c(-c2ccccc2)nc2ccccc2c1=O)c1ccco1	-3	-16	-8	1	8	15	-4	0.5	3
O=C(NNC1OC(CO)C(O)C(O)C1O)c1cccc(Br)c1 (stereo not given)	7	9	-4	1	14	3	-2	0.1	-1
O=C(Nc1ccc2ncccc2c1)c1cc(Cl)ccc1Cl	6	-4	-2	6	-1	5	0	0.2	-3
CCN(CC(=O)NC(=O)NC1CCCCC1)Cc1ccccc1	-1	3	-13	-1	-3	3	-5	1.2	1
O=C(CCc1nnc(C2CCCCC2)o1)N1CCC(Oc2cccnc2)CC1	-2	8	22	1	3	2	-4	-1.9	5
CCOC(=O)Nc1ccc2c(c1)N(C(=O)CCN(C)C)c1ccccc1S2	-10	-18	-8	0	4	15	-7	-0.3	-5
O=S(=O)(NCc1ccccc1Cl)c1ccc(-n2cnnn2)cc1	-1	-2	1	7	-7	15	0	-1.4	-3
CC(=O)Nc1ccc(S(=O)(=O)N(C)CC(=O)OCC(=O)Nc2cc(C)on2)cc1	8	8	7	0	-10	9	3	-0.1	-4
COc1ccc(Cl)cc1NC(=O)N1CCN(c2ccccc2OC)CC1	-2	-10	8	11	4	6	0	-1.8	10
COc1ccc(N2C(=O)CC(N3CCN(S(=O)(=O)c4ccc(Cl)cc4)CC3)C2=O)cc1 (stereo not given)	5	-3	15	2	-11	-3	0	-2.2	3
CCOc1ccc(S(=O)(=O)NCCC(=O)N2CC(C)CC(C)C2)cc1 (stereo not given)	-10	-17	-4	16	-5	15	4	-0.7	0
Cc1cccc(C)c1NC(=O)CCCSc1nnnn1C	-3	0	12	0	5	1	0	-1.8	3
Cc1c(CCOC(=O)c2cc([N+](=O)[O-])ccc2Cl)sc[n+]1CCCCS(=O)(=O)[O-]	2	5	-5	1	-3	4	0	-1.0	5
Cc1ccc(S(=O)(=O)NCCC(=O)N2CCN(c3cccc(Cl)c3)CC2)cc1C	-4	-6	1	13	-9	14	-2	-1.3	2

Quoted from the listing.
Result of S=C(Nc1cccc2ccccc12)NC1CCCCC1 in IDE inh: 0
Result of COC(=O)c1sccc1NC(=S)N1C(C)CCCC1C (stereo not given) in M4 PAM: 6

Next section.
SMILES	M4 PAM	M5 PAM	CRFR2-BP antag	CHRM4 agonist	M4 antag	CHRM5 antagonist	M5 ag	CRFR2-BP ag	IDE inh
CC(OC(=O)[C@H](C)N=C1NS(=O)(=O)c2ccccc21)C(=O)Nc1ccc(F)c(F)c1F (stereo not given in full)	0	-1	-11	1	11	7	1	-1.6	/
O=C(COc1ccccc1)NCC(=O)N1CCCCCC1	1	-4	5	1	-2	4	1	1.5	5
CCc1ccc(C(=O)COC(=O)c2cccs2)cc1	-3	1	7	0	-3	11	-7	-1.6	1
O=c1o[nH]c(-c2ccccc2)c1N=Nc1c(F)cccc1Cl	-1	1	20	4	-5	-5	2	1.4	-1
O=S(=O)(NCC1(N2CCOCC2)CCCCC1)c1ccc(F)cc1	-1	0	3	1	-9	3	1	-0.7	-5
NC(=O)CSc1nnc(Cc2ccc3c(c2)OCO3)o1	16	7	17	0	-2	-6	-4	1.9	-7
C[C@@]12CCC[C@@](C)(C(=O)O)C1CC[C@@]13C[C@@H](NCc4ccccc4)[C@@](C)(CCC12)C3 (stereo not given in full)	6	8	-8	3	-3	-4	2	0.9	3
Cc1cccc(Cn2c(C(=O)OC(C)C)cc3c2ccn3C)c1	-1	-6	4	-2	-13	-7	-13	-1.9	1
O=C1C=C(NC2CC2)C2(CCCCC2)O1	5	-1	0	0	-2	-10	1	-1.6	6
CCOC(=O)C(C(=O)c1ccccc1)C1CC(C)NC(=S)N1 (stereo not given)	-1	6	-7	0	5	-5	-4	2.7	2
CCN(CC)C(=S)SCC(=O)Nc1ccc(S(N)(=O)=O)cc1	-4	3	5	1	-3	-9	5	-5.3	-4
Cn1c(=NC(=O)C2CCCCC2)sc2cc([N+](=O)[O-])ccc21	5	10	-9	1	0	-4	-4	-0.1	-1
Fc1cccc(CSc2nc3ccncc3[nH]2)c1	6	-1	3	1	-12	-2	0	20	1
CC(C)OP(=O)(OC(C)C)C(Nc1ccc(C(=O)O)cc1)c1ccccc1 (stereo not given)	32*	-1	-10	1	38*	0	1	0.5	1
CCOCCCNC(=O)C1c2ccccc2Oc2ccccc21	5	4	-1	-1	-14	7	-3	-0.7	-3
CCn1c(=O)c2cc(C(=O)Nc3cccc(C(C)=O)c3)sc2c2ccccc21	12	4	15	0	2	2	2	-1.8	-4
COc1cnc(-c2ccccn2)nc1Oc1cccc(Cl)c1	2	3	-28	-1	2	-6	-3	-1.1	3
NS(=O)(=O)c1ccc(NC(=O)CN2CCCC2)cc1	-3	-3	-9	1	1	-9	2	0.9	-1
S=C(NCc1ccccc1)Nc1ccc2ccccc2c1	-7	-4	8	6	3	-1	-4	-0.4	/
Brc1cccc(CNn2cnnc2)c1	0	1	-3	2	7	9	0	-0.5	-2
O=C1CC(N2CCN(Cc3ccc4c(c3)OCO4)CC2)C(=O)N1c1cccc2ccccc12 (stereo not given)	8	-1	2	5	1	7	-13	-0.1	4
CC(C)c1c(O)nc(SCC(=O)Nc2ccc3c(c2)CCC3)[nH]c1=O	4	0	14	0	-7	-4	-3	-0.1	4
COc1cc(NC(=O)CSc2nnc3c(C)cc4c(C)ccc(C)c4n23)c(C(=O)O)cc1OC	3	-10	16	0	-3	0	-3	1.0	-3
CC(=O)Nc1ccc(CN2CCCC(CO)(Cc3ccccc3C)C2)cc1 (stereo not given)	-5	2	-1	2	-9	9	-15	3.5	2
O=C(O)Cc1nc2nc3c(c(=O)n2[nH]1)CCCC3	3	0	16	1	6	-5	0	0.4	0

The list goes on; it opens with the two that closed the last part.
SMILES	M4 PAM	M5 PAM	CRFR2-BP antag	CHRM4 agonist	M4 antag	CHRM5 antagonist	M5 ag	CRFR2-BP ag	IDE inh
CC(=O)Nc1ccc(CN2CCCC(CO)(Cc3ccccc3C)C2)cc1 (stereo not given)	-5	2	-1	2	-9	9	-15	3.5	2
O=C(O)Cc1nc2nc3c(c(=O)n2[nH]1)CCCC3	3	0	16	1	6	-5	0	0.4	0
Cc1cc2c(cc(C(=O)OC(C)C(=O)NCc3ccc(F)cc3)n2C)o1 (stereo not given)	4	7	-3	3	0	-8	3	0.3	/
COc1cc(S(=O)(=O)NCCCn2ccnc2)ccc1Cl	2	3	5	0	2	4	-2	-1.4	1
O=C(/C=C/c1ccc([N+](=O)[O-])cc1)Nc1cccc(S(=O)(=O)NC2=NCCCCC2)c1	-5	-12	7	12	-5	11	3	-2.6	3
O=C(CO/N=C/c1cccc([N+](=O)[O-])c1)NC1CCCCCC1	-5	1	16	2	-7	16	-3	0.3	2
CCCCn1c(N)c(N(CC)C(=O)c2ccccc2C)c(=O)[nH]c1=O	4	-5	4	2	-11	8	-1	-0.9	10
CC(C)CNc1cc(Cl)c(S(=O)(=O)NCC(C)C)cc1C(=O)O	3	-2	3	0	-2	-1	-1	2.3	4
COC(=O)/C(=C(/F)Sc1cc(C)c(O)c(C)c1)C(F)(F)F	-7	-7	16	-1	3	9	-6	3.4	5
C#CC1(N2CCCCC2)CCCCC1	4	4	-13	0	3	0	-1	-0.6	/
CCC1=NN(C(=O)Cc2ccc([N+](=O)[O-])cc2)C(O)(c2ccncc2)C1 (stereo not given)	3	1	8	1	-15	-17	-4	0.1	2
COc1cccc(NC(=O)CN(C)C(=O)c2ccc(NC(=O)CC3SC(N4CCCC4)=NC3=O)cc2)c1 (stereo not given)	3	8	9	0	-2	-2	4	0.9	/
CCOc1ccc(C(NC(=O)c2ccco2)c2ccc(OC)c(OC)c2)cc1 (stereo not given)	4	-4	23	4	0	-1	6	-1.0	4
Cc1cc(-c2ccc3c(c2)COc2c4ccccc4nn2-3)on1	14	10	1	2	2	-2	0	0.7	4
CC(=O)c1ccc(Oc2cc(-c3ccccc3)nc(-c3ccccc3)n2)cc1	0	-1	-71	0	0	-8	-1	5.3	-2
COc1ccc(NC(=O)/C(C#N)=C/c2ccc(-c3ccc(Cl)c(C(=O)O)c3)o2)cc1	-4	3	20	1	0	-1	1	-0.5	/
COc1ccc(C(=O)Nn2cnc3ccccc3c2=O)cc1[N+](=O)[O-]	-2	2	1	0	8	2	-3	-0.4	-1
Cc1ccc(C2=N/C(=C\c3ccc(F)cc3)C(=O)N2)cc1	2	2	-9	0	8	-9	4	1.7	4
CCN(CC)CCNC(=O)c1ccc(NC(=O)c2ccccc2-c2ccc(C(F)(F)F)cc2)cc1	-17	-18	-15	3	71*	81*	-7	5.4	6
Cc1c(Cl)cccc1NC(=S)/C(=C(\[O-])c1ccc(Cl)s1)[n+]1ccccc1	10	-2	-24	0	-1	9	-3	-0.5	-2
Cc1ccc(-c2cc(N)n(-c3ccc(C)cc3)n2)cc1	-3	-2	-35	-1	1	-4	-5	0.6	-1
c1ccc(-c2ccccc2OCCCN2CCCCC2)cc1	-7	-2	-30	2	22	6	-6	-0.5	2
CC1(C(=O)NS(=O)(=O)c2ccc(Cl)cc2)CCN1C(=O)CC1CCCC1 (stereo not given)	8	0	/	1	-6	8	0	/	/
CCCN(CC(=O)Nc1ccccc1OC)C(=O)c1ccc2c(c1)NC(=O)C(C)S2 (stereo not given)	-3	-9	-3	8	2	12	4	-1.2	3
O=C(NCC1CCCO1)C1CC(=O)N(c2ccc(Cl)cc2)C1 (stereo not given)	-1	1	-10	-1	-4	5	-2	0.1	0

IDE inh, hit marks shown above
SMILES	M4 PAM	M5 PAM	CRFR2-BP antag	CHRM4 agonist	M4 antag	CHRM5 antagonist	M5 ag	CRFR2-BP ag	IDE inh
Cc1c(C(=O)Nc2ccccc2)sc2nc(-c3ccccc3)cn12	-12	-14	-37	17	-4	5	2	7.9	23*
